PAX8 inh HTS: lowers PAX8-driven luciferase in RMG-I cells; RMG-I TPO-luciferase reporter, SteadyGlo, 24 h; inhibition, % at 12.6 µM; actives 1.2% (n = 360,000); AID 652154;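 active means mean replicate inhibition at least 60% with every replicate also reaching 60%; inconclusive means only one of the two criteria is met; inactive means mean below 60% and not all replicates reaching 60%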;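 further: luciferase light reporting Pax8 driven TPO promoter activity; plate controls were median of neutral control wells for no effect and mitoxantrone controls for full effect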
CFTR F508del cor: correctors of CFTR F508del function in bronchial epithelial cells. CFBE cells, YFP halide quenching; stimulated with forskolin plus potentiator P3; % fluorescence drop versus neutral controls. activity (quench increase), % at 7.58 µM. actives 0.36% (n = 350,000);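 active means mean added fluorescence quench of at least 8% versus neutral control, with both replicates also reaching 8%; inconclusive means only one of the mean or replicate conditions met; inactive means mean below 8% and not both replicates reaching 8%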;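 further: cells transiently co-express mutant CFTR-F508del with the halide-sensitive YFP; corrector assay measuring rescue of mutant channel to the surface after 24 h compound exposure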
EWS-Fli block: blocks EWS/Fli oncoprotein-driven transcription; A673 NR0B1-luciferase reporter, viability-normalised; inhibition, % at 12.6 µM; actives 0.67% (n = 350,000);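 active means mean inhibition of at least 50% after viability correction, with every replicate also passing that limit; inconclusive means mean reaches 50% but only one of two replicates passes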;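 further: firefly luciferase signal divided by Alamar Blue viability fluorescence both relative to DMSO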
FN deposition inh: fibronectin deposition inhibition; AH1F fibroblasts, Alexa488-fibronectin deposition fluorescence, overnight; inhibition, % at 12.6 µM; actives 0.086% (n = 350,000);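 active means mean inhibition across replicates of 30% or more, regardless of how many single replicates reach that level; inconclusive means mean under 30% yet at least half of replicates reach 30%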;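 further: positive control wells lacked labelled fibronectin entirely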
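test system = AH1F fibroblasts assembling fluorescent fibronectin matrix | quantity = 10000 AH1F cells per well | buffer or medium = DMEM plus 2% serum, read in PBS | doses = single dose, pinned | incubation = 1 h cell attachment, overnight exposure to compound and label | detection = fluorescence at 485 nm excitation, 525 nm emission | read-out basis = inhibition from reduced deposited-fibronectin fluorescence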
DENV2 CPE rescue: inhibitors of DENV2 cytopathic effect. DENV2-infected cells, cytopathic effect rescue, plate reader. actives 1.7% (n = 350,000). CPE inhibition, % at 9.99 µM; in the data active means CPE inhibition above about 20%, passing the limit was not always enough; inconclusive means no clear call, values can overlap the other calls; tested in BHK-21 cells;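 further: 0% = median of neutral control wells and 100% = median of positive control wells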
miR-122 sensor: miR-122 inhibition in Huh7 cells; Huh7 miR-122 Renilla luciferase sensor, 48 h; neutral wells = 0, positive control = 100; activation (reporter increase), % at 12.5 µM; actives 0.3% (n = 340,000); AID 602342;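 active means mean replicate activation score at least 90 and every replicate individually at or above 90; inconclusive means only one of the two criteria met; inactive means neither criterion met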;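 further: higher luciferase means less miR-122 activity so hits act as miR-122 inhibitors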
GSIS activator: GLuc luminescence reporter in INS-1E cells, primary screen for activators of glucose-dependent secretion of insulin; INS-1E GLuc reporter insulin secretion, 2-3 h; activation, % at 16.6 µM; actives 0.61% (n = 370,000); AID 743287;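 active means lowest replicate activation of at least 40%, so every replicate reaches that level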;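 further: 0% = median of neutral control wells and 100% = median of IBMX positive control wells; some compounds called inactive have numbers as strong as hits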
An asterisk follows results filed as active; ? = inconclusive; / = not tested or not shown; & = joins results of further samples; [ ] = dose if it differs, or a comment.

Compound,CFTR F508del cor,GSIS activator,EWS-Fli block,FN deposition inh,PAX8 inh HTS,DENV2 CPE rescue,miR-122 sensor
C[C@H](CO)N1C[C@H](C)[C@@H](CN(C)Cc2ccccc2)Oc2ccc(NC(=O)Nc3ccc(C(F)(F)F)cc3)cc2CC1=O,0.4,-1,23,/,96*,0,-17[16.7 µM]
CO[C@H]1CN(C)C(=O)c2ccc(NC(=O)Cc3ccccc3)cc2OC[C@H](C)N(C(C)=O)C[C@H]1C,-0.8,8,4,-1,/,7,-12[16.7 µM]
C[C@@H]1CN([C@@H](C)CO)S(=O)(=O)c2ccc(C#CC3CC3)cc2O[C@H]1CN(C)C(=O)c1ccccc1,0.6,-19,4,-3,/,1,48[16.7 µM]
COC(=O)C[C@H]1C[C@H]2c3cc(NC(=O)NC4CCCC4)ccc3O[C@H]2[C@@H](CO)O1,-0.6&2.5,6&15,1&-4,-5&5,-8&2,0&2,4
O=C(C[C@H]1CC[C@@H]2[C@H](COC[C@@H](O)CN2Cc2ccc(C(F)(F)F)cc2)O1)NCCc1ccccc1,1.7,-24,/,-12,/,2,-7[16.7 µM]
COc1ccc(CN(C(=O)c2ccco2)c2ccc(C)c(C)c2)cc1,1.5,4,33,/,16,-3,17
COc1ccc(S(=O)(=O)N(C)C[C@H]2OCCCC[C@H](C)Oc3ccc(NC(=O)c4ccccc4)cc3C(=O)N([C@H](C)CO)C[C@H]2C)cc1,-4.3,12,5,/,-14,8,1[16.7 µM]
C[C@@H]1CN([C@@H](C)CO)C(=O)c2cc(NC(=O)c3ccncc3)ccc2O[C@@H](C)CCCCO[C@H]1CN(C)CC1CCCCC1,2.8,-7,/,/,2,-2,0[16.7 µM]
COc1cc(/C=N\NC(=O)C2CC3C=CC2C3)ccc1O (stereo not drawn),/,-11,/,2,-28,/,/
CCN1CCN(c2cc(C(C)C)nc3c(-c4ccccc4)c(C)nn23)CC1,-3.3,-24,-2,10,15,-18,2
S=C(Nc1ccc(Oc2ccccc2)cc1)Nc1cccnc1,-0.6,-6,13,-2,3,-8,/
O=C(N[C@H]1CC[C@@H](CC(=O)N2CCCCC2)O[C@H]1CO)c1ccc2c(c1)OCO2,4.5,-5,2,/,0,1,/
CC(c1ccccc1)N1CC(C(=O)N2CCN(c3ccc(F)cc3)CC2)CC1=O (stereo not drawn),/,1,/,-8,/,/,-1
CC(C)(C)c1ccc(C(=O)Nc2cccnc2)cc1,1.5,-7,-25,-3,-66,-6,/
C[C@H](NC(=O)C[C@H]1CC[C@H]2[C@@H](COc3ccc(NS(=O)(=O)c4ccc(Cl)cc4)cc3C(=O)N2C)O1)c1ccccc1,-0.9,-15,1,3,14,?,-20[16.7 µM]
C[C@H](CO)N1C[C@H](C)[C@H](CN(C)C(=O)Nc2ccc3c(c2)OCO3)Oc2c(NC(=O)c3nc4ccccc4s3)cccc2C1=O,-2.0,-13,2,16,/,8,7[16.7 µM]
COc1ccc(-c2nc(CS(=O)CC(=O)NCc3ccccc3)c(C)o2)cc1OC (stereo not drawn),-1.7,11,/,-12,15,0,-4
OC(CNCC1(N2CCCCC2)CCCCC1)COc1ccc(Cl)cc1Cl (stereo not drawn),1.9,-29,0,2,-7,-3,/
CCOc1ccc(NC(=O)CSc2nnc(C3CC3)n2C)cc1S(=O)(=O)N1CCCCC1,4.9,-8,-1,-2,11,-15,6
Cc1ccc(S(=O)(=O)CCc2nc3ccccc3[nH]2)cc1,-2.0,3,2,1,11,8,2
CCC(C)n1cnc2c(=O)oc3ccccc3c21 (stereo not drawn),0.5,39,-3,/,/,-6,1
COc1ccc(C(=O)NNC(=O)Cn2nnc(-c3ccc(OC)c(OC)c3)n2)cc1,/,2,4,-4,9,-6,/
C[C@H]1CN([C@@H](C)CO)C(=O)c2cc(NC(=O)C3CC3)ccc2O[C@@H]1CN(C)Cc1ccc(-c2ccccc2)cc1,-1.3,-16,1,/,/,?,-6[16.7 µM]
CC(C)C(C)N(Cc1cccc(C(=O)O)c1)C(=O)c1ccc2ccccc2n1 (stereo not drawn),-0.4,8,6,-11,4,-4,-7
COc1ccc(-c2cc(C(F)(F)F)n3nc(C)cc3n2)cc1,2.6,34,-10,-7,-22,-7,5
C[C@H]1CN([C@@H](C)CO)C(=O)Cc2cc(NS(C)(=O)=O)ccc2O[C@H]1CN(C)C(=O)Nc1ccccc1,0.6,7,-2,1,-7,-7,0[16.7 µM]
CN1C(=O)c2cc(NC(=O)C3CC3)ccc2OC[C@H]2O[C@H](CC(=O)NC3CCC3)CC[C@H]21,-4.7,2,-1,-7,16,4,-22[16.7 µM]
CC(=O)N1CC2(C1)[C@@H](c1ccc(-c3ccc(F)cc3)cc1)[C@@H](CO)N2CC1CC1,-3.4,1,-3,2,24,9,/
CC(=O)c1ccc(N2CCN(S(=O)(=O)c3ccc4ccccc4c3)CC2)cc1,0.3,1,9,-5,12,-5,4
CO[C@H]1CC[C@@H]2CCN(C)C(=O)[C@H](C)[C@@H](OC)CN(C)C(=O)c3cccc(C#N)c3OC[C@H]1O2,2.8,-13,-10,8,1,-1,/
O=C1CC(=O)Nc2cc(S(=O)(=O)Nc3ccc(F)cc3Cl)ccc2N1,0.6,1,-4,17,-20,9,-5
CC(C)C#Cc1ccc([C@H]2[C@@H](C#N)N(C(=O)c3ccccn3)[C@H]2CO)cc1,2.2,-5,0,-2,-3,-8,/
COc1ccc(S(=O)(=O)Nc2cccc3c2O[C@@H](CN(C)S(=O)(=O)c2cccs2)[C@H](C)CN([C@@H](C)CO)C3=O)cc1,1.6,-8,7,/,/,2,-4[16.7 µM]
CCCOc1cccc(C(=O)Nc2cccc3ncccc23)c1,0.3,-5,2,-2,8,2,2
O=C(COc1ccc(CNC[C@H]2O[C@@H](n3ccc(=O)[nH]c3=O)[C@H](O)[C@@H]2O)cc1)Nc1ccccn1,-2.8,-6,-17,-4,-6,13,6
CC1=C(C(=O)N(C(C)C)C(C)C)CC(CC(=O)NCCc2ccccn2)C(=O)N1CCCN1CCCC1=O (stereo not drawn),4.1,8,0,0,6,2,3
COc1ccc(CCNC(=O)CN(c2cc([N+](=O)[O-])ccc2OC)S(C)(=O)=O)cc1OC,2.5,13,4,3,4,-2,/
O=C(Nc1ccc(NC(=S)NC(=O)c2cccs2)cc1)c1ccco1,3.0,12,0,/,-6,7,9
Cc1ccc(NC(=S)/N=C(\N)Nc2nc(C)c3ccccc3n2)cc1C,/,15,17,/,-4,2,1
c1ccc(CC(Nc2cccnc2)c2ccccc2)cc1 (stereo not drawn),1.6,-11,0,14,14,11,/
COc1cc(F)ccc1-c1cc(C(=O)Nc2ccc(NC(C)=O)cc2)[nH]n1,1.1,10,-31,-7,7,-9,-4
Cc1ccc(C)c(OCC(=O)OCC(=O)Nc2c(C)nn(-c3ccccc3)c2C)c1,-1.6,-3,-6,-2,2,-2,/
COCCNC(=O)c1c(CS(=O)(=O)c2ccccc2)noc1C(=O)NCc1ccccc1,1.4,6,6,-6,-3,-8,1
COc1cccc(-c2ccc(C3[C@H]4CNC[C@@H]3N4C(=O)Nc3ccccc3OC)cc2)c1 (stereo partly drawn),-1.5&-2.9,-21&5,3&10,-6&5,8&-28,?,/
CCOc1ccc(NC(=O)C2C3C=CC4(CN(C(C(=O)OC)C(C)C)C(=O)C24)O3)cc1 (stereo not drawn),-0.1,13,2,-1,-7,-2,-11
COCC(=O)N1CCCCN2[C@@H](CO)[C@@H](c3ccc(-c4ccccc4)cc3)[C@@H]2C1,2.2,4,-3,/,-5,-1,3[16.7 µM]
O=C(CCc1ccccc1)Nc1ccc2ccccc2n1,1.9,-17,-28,/,-199,-2,/
Cc1ccc(Cl)c(OCCCCN(C)Cc2ccccc2)c1,/,/,/,0,-8,/,-3
O=C(CCNS(=O)(=O)c1ccc(Br)cc1)NCCCSc1ccccc1,2.4,-13,6,-7,-2,2,5
C[C@]12c3[nH]c4ccccc4c3CCN1C(=O)C(CC(=O)NCc1ccco1)C[C@@H]2C(=O)N1CCCCC1 (stereo partly drawn),-3.3,-14,-1,-3,10,-6,/
COc1ccc(/C=N/Nc2c(Cl)cc(Cl)cc2Cl)cc1CN1CCOCC1,/,-12,/,1,-29,/,2
CCC1CCc2c(sc(NC(=O)c3ccco3)c2C(N)=O)C1 (stereo not drawn),/,-15,/,-7,-147,/,10
CN(C[C@H](Cc1ccccc1)N(C[C@H](CC1CCCCC1)N(CCc1ccccc1)N=O)N=O)N=O,-0.1,-15,6,8,-16,?,/
O=C(C[C@@H]1CC[C@@H](NC(=O)C2CCC2)[C@H](CO)O1)NCC1CC1,-1.2,3,4,2,-4,0,-3[16.7 µM]
C[C@@H]1CCCCO[C@H](CN(C)C)[C@@H](C)CN([C@H](C)CO)C(=O)c2cc(NC(=O)Nc3ccc4c(c3)OCO4)ccc2O1,-1.0,11,-14,/,-19,6,1[16.7 µM]
COc1ccc2oc(C(=O)NCc3cc(OC)c(OC)cc3OC)c(C)c2c1,-1.9,-31,-1,1,17,2,/
COc1c(Cl)cc(Cl)cc1CNCCNCCO,/,3,/,/,/,2,1
CC(C)(C)Cc1nnc(NS(=O)(=O)c2ccccc2)s1,-0.6,-17,5,-2,4,12,/
COc1ccc(NC(=O)N(C)C[C@H]2Oc3c(NC(=O)c4cc(C)nn4C)cccc3C(=O)N([C@@H](C)CO)C[C@H]2C)cc1,-1.2,4,/,/,-5,-1,-3[16.7 µM]
C[C@H](CO)N1C[C@H](C)[C@@H](CN(C)C(=O)Nc2ccc3c(c2)OCO3)Oc2c(NS(=O)(=O)c3cn(C)cn3)cccc2C1=O,0.2&4.4,1&26,-104&-15,-4,-10,8&2,-5[16.7 µM]

The list goes on.
Compound,CFTR F508del cor,GSIS activator,EWS-Fli block,FN deposition inh,PAX8 inh HTS,DENV2 CPE rescue,miR-122 sensor
CCc1nnc(N/N=C/c2c(Cl)cccc2Cl)n1N,/,2,/,-6,/,/,10
CCCNC(=O)N1C[C@@H](C)[C@@H](OC)CN(C)C(=O)c2ccc(NS(=O)(=O)CC(F)(F)F)cc2OC[C@H]1C,-4.1,-11,6,-19,/,/,/
COc1ccc(C(=O)Nc2ccc(Nc3ccccc3)cc2)cc1OC,-4.1,/,-17,4,4,13,4
Cc1ccc(CNC(=O)COC(=O)c2cccc(S(=O)(=O)N3CCCCC3)c2)cc1,-2.0,-31,6,7,-1,2,-3
COC(=O)c1cc2ccc(OC)cc2c2cc(OC)c(OC)cc12,2.6,-4,-35,9,-2,17,/
COc1cccc(Nc2nc(C(N)C3CCCCC3)cs2)n1 (stereo not drawn),2.9,/,3,2,-12,-10,-4
CCCn1nc(NS(=O)(=O)c2cccc3nonc23)c2cc3cccc(C)c3nc21,-1.1,-29,/,-1,-13,6,2
CCCN1CCC(=O)N([C@H](CN=[N+]=[N-])Cc2ccccc2)CC1,1.9,-7,-5,-4,-8,0,2
COc1cccc(NC(=O)CN2C(=O)NC(C)(C3CC3)C2=O)c1 (stereo not drawn),-1.7,/,0,4,-10,14,-3
C[C@@H]1ON(C)[C@H]2C[C@H]3c4cc(-c5ccc6c(c5)OCO6)ccc4CCN3C[C@@H]12,-1.9,-6,1,2,1,0,/

Source: PubChem (Broad Institute)
